# Screens (PubChem BioAssay)
# hIAP inh – blocks human intestinal alkaline phosphatase. purified IAP, CDP-Star luminescence, 30 min. inhibition, % at 10 µM. 330,000 tested, 0.12% active. P09923;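 active = inhibition reaching a set limit with compound at 10 µM in the primary screen, cut at about 35% in these data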;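 note: plate controls were DMSO wells with enzyme for no effect and no-enzyme buffer wells for full effect; values of inactives mirror those of a sister screen read the other way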
# hIAP activ – human IAP activation | purified human IAP, CDP-Star luminescence, 30 min; active compounds read high; 1 = vehicle-only enzyme, 0 = enzyme-free background | P09923 | 330,000 tested, 0.16% active | activation factor at 10 µM;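 active = activation factor of the enzyme at least 2-fold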; note: the source names both 10 and 20 µM as test concentration; values of inactives mirror those of a sister screen read the other way
# NLRP3 yeast inh – blocks the NALP3 inflammasome reconstituted in yeast; AID 2825; 330,000 tested, 0.39% active; inhibition, % at 10 µM; Yeast reconstituted NLRP3/ASC/caspase-1, beta-gal luminescence, 24 h;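 active = inhibition of 50% or more; inactive = inhibition below 50%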;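 note: plate controls were induced DMSO wells for no effect and uninduced yeast grown without galactose for full effect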
# ATG4B inhibitor – blocks human ATG4B protease cleavage of LC3 substrate; Q9Y4P1; ATG4B cleavage of LC3-PLA2, NBD-HPC fluorescence, 1 h; inhibition, % at 8.33 µM; 340,000 tested, 0.51% active; in the data active = inhibition above about 40%
# Apaf-1 inh – inhibitors of human Apaf-1 apoptosome | 330,000 tested, 0.71% active | reconstituted apoptosome caspase-3 activity, DEVD-Rh110 fluorescence | AID 489030 | inhibition, % at 20 µM; active = inhibition of at least 40% at 20 µM;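 note: plate controls were DMSO wells for no effect and DEVD-CHO caspase inhibitor wells for full effect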
# Target sequence (O14727 whole entry, looked up): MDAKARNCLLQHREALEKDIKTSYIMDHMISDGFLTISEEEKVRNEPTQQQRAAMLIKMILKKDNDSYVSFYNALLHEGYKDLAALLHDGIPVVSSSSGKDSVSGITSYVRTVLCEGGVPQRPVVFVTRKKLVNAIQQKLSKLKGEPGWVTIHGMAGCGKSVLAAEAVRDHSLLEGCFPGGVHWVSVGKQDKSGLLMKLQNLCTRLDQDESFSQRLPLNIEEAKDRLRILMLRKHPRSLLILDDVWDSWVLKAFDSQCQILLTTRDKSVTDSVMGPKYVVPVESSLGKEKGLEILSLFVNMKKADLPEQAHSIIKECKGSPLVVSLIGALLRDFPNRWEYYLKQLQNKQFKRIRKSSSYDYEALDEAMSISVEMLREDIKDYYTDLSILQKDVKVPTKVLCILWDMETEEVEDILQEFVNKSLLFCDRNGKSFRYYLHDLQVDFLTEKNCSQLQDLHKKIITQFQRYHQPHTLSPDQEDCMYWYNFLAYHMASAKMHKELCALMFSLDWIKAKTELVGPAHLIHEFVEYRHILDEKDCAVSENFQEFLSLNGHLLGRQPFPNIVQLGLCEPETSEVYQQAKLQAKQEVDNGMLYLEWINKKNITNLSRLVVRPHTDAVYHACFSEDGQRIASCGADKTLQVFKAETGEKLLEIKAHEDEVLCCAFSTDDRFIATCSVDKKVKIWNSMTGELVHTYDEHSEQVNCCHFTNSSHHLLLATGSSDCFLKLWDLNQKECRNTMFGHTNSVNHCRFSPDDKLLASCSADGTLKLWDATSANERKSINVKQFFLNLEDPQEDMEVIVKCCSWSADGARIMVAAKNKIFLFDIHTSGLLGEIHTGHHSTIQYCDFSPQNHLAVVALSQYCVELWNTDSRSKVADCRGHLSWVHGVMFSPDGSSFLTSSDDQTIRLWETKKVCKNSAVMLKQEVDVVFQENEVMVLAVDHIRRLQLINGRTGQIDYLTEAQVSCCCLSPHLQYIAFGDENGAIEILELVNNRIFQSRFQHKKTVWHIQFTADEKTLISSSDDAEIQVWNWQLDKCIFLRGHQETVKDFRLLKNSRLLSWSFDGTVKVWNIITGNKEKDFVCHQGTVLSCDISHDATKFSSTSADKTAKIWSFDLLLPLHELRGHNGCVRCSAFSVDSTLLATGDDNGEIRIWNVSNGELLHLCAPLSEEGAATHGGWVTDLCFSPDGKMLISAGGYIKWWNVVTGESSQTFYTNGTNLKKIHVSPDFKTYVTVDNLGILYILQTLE
#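 System: Apoptosome proteins | Medium: Hepes pH 7.5 with detergent and BSA | Also added: Cytochrome c trigger plus (Z-DEVD)2-Rh110 caspase-3 substrate | Incubation: 30 min compound preincubation, 50 min activation, room temperature | Detection: Rhodamine 110 fluorescence at Ex 480/Em 540 nm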
# TIM10 inh – growth inhibitors of TIM10 yeast strain; S. cerevisiae TIM10 strain growth, BacTiter-Glo luminescence, 24 h; inhibition, % at 10 µM; 330,000 tested, 1.4% active; AID 463195;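 active = inhibition of 40% or more at the single tested concentration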;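 note: wild-type TIM10 isogenic control strain grown at permissive 25 °C; 0% = DMSO yeast wells and 100% = minimal medium wells without yeast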
# mIAP inh – blocks mouse intestinal alkaline phosphatase; purified mouse IAP, CDP-Star luminescence, 30 min; inhibition, % at 10 µM; 330,000 tested, 0.2% active; AID 2806;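 active = inhibition of at least 40% at 10 µM in the primary screen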;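 note: plate controls were DMSO with enzyme for no effect and no enzyme wells for full effect; values of inactives mirror those of a sister screen read the other way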
# mIAP act – mouse IAP activation | activation factor at 10 µM | 330,000 tested, 0.24% active | muIAP, CDP-Star luminescence, 30 min; active compounds read high; 1 = vehicle-only enzyme signal, 0 = enzyme-free wells;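 active = activation factor of at least 2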; note: the source names both 10 and 20 µM as test concentration; values of inactives mirror those of a sister screen read the other way
#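 Assay system: mouse IAP enzyme; Reagent: CDP-Star chemiluminescent phosphatase substrate; Compound: DMSO-dissolved test compounds; Incubation: 30 min, room temperature; Technique: luminescence from enzymatic CDP-Star hydrolysis; Controls: DMSO-only wells and no-enzyme negative control.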
# tim10-1 inh – growth inhibitors of tim10-1 mutant yeast; S. cerevisiae tim10-1 ts strain growth, BacTiter-Glo, 24 h; inhibition, % at 20 µM; 330,000 tested, 2.2% active; AID 463190;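 active = inhibition of at least 40%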;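 note: mutant grown at 25 °C; 0% = DMSO wells with yeast and 100% = wells holding no yeast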
# Numbers without * were called inactive; . = not tested or not shown.
SMILES,hIAP inh,hIAP activ,NLRP3 yeast inh,ATG4B inhibitor,Apaf-1 inh,TIM10 inh,mIAP inh,mIAP act,tim10-1 inh
CCOC(=O)c1nc(NCc2ccccc2C)c2ccccc2n1,-29,1.3,-11,23,0,17,-9,1.1,37
O=c1ccc2ccc(O[C@@H]3O[C@H](CO)[C@@H](O)[C@H](O)[C@H]3O)c(O)c2o1,8,0.92,4,4,6,5,9,0.91,-12
COc1ccc(NC(=O)c2ccc(NC(=O)CCS(=O)(=O)c3cccs3)cc2)cc1,14,0.86,20,-6,2,6,-1,1,-13
CCOC(=O)CNC(=O)c1cn(CC)c(=O)c2cc(OC)c(OC)cc12,0,1,21,-9,-6,-3,7,0.93,9
CCc1nc(N2CCC3(CC2)OCCO3)c2nnn(Cc3ccccc3Cl)c2n1,-8,1.1,17,0,24,17,14,0.86,7
Cc1nnc(SCC(=O)Nc2ccccc2N2CCOCC2)s1,-18,1.2,1,-7,3,3,-1,1,5
CCCCCCC(O)(CCN1CCCCC1)c1ccccc1 (centres undefined),-17,1.2,24,0,4,3,3,0.97,8
CC#CC[N+](C)(C)CCCCCC,6,0.94,-3,-4,-6,-6,-9,1.1,-7
N#Cc1c(N)nc(SCc2ccncc2)c(C#N)c1-c1cccs1,7,0.93,11,6,14,-163,8,0.92,-22
CN1C(=O)N(C)c2cccc3cccc1c23,8,0.92,19,0,6,-4,-1,1,-2
COc1ccc(N2CCN(C(=O)c3ccc(N(C)S(=O)(=O)c4ccc(OC)cc4)cc3)CC2)cc1,2,0.98,12,1,10,17,-7,1.1,34
CC(C)CCn1nc(C(=O)OC(C)C(=O)NC(N)=O)c2ccccc2c1=O (centres undefined),-4,1,29,-20,6,-19,0,0.99,-1
Cc1ccc(-c2onc3ccc(C4OCCO4)cc23)cc1,17,0.83,26,-10,8,18,-2,1,0
COC(=O)C1=C[C@@H](C(=O)OC)[C@@H]2C3=C(C(=O)[C@@]2(C)NC(=O)c2ccccc2)[C@H](C)n2c(=O)n(C)c(=O)n2[C@@H]3C1,3,0.97,19,0,3,1,1,0.99,-11
COC/C=C/C1=CC2=CC(=O)C(C)(OC(=O)c3cnc4ccccc4n3)C(=O)C2=CN1Cc1ccccc1 (centres undefined),13,0.87,5,4,32,3,7,0.93,3
O=C(CCCn1c(SCC(=O)Nc2ccccc2C(F)(F)F)nc2ccccc2c1=O)NCC1CCCO1 (centres undefined),-6,1.1,6,9,12,1,-1,1,-7
Cc1ccc2cc(C#N)c(N3CCCN(C(=O)c4cnccn4)CC3)nc2c1,-10,1.1,10,-2,6,-1,-3,1,6
CCOC(=O)C1=C(C)NC(=O)C(C(N)=O)C1c1ccccc1 (centres undefined),-16,1.2,0,-15,3,1,-10,1.1,9
Cc1ccc(NC(=O)CSCC(=O)Nc2ncc3c(n2)CC(c2ccco2)CC3=O)cc1 (centres undefined),3,0.97,7,9,-18,6,5,0.95,13
O=C(CSCc1ccc([N+](=O)[O-])cc1)N/N=C/c1ccncc1,-12,1.1,-4,-7,-4,8,-3,1,14
COC(=O)c1c(C)[nH]c(C(=O)CN2CCOCC2)c1C,-6,1.1,4,-8,-11,-4,3,0.97,-1
C=CCn1c(CNC(=O)c2cccs2)nnc1SCc1ccc(Cl)cc1Cl,-2,1,16,-8,18,2,1,0.99,14
Cc1ccccc1OCC(=O)OCC(=O)NCc1ccco1,-8,1.1,20,2,-7,-6,9,0.91,-22
O=C1/C(=C/c2cccnc2)CCc2c1[nH]c1ccccc21,6,0.94,28,-4,-12,35,-3,1,30
Cc1cc(N2C(=O)C3C4C=CC(C4)C3C2=O)ccc1Br (centres undefined),-4,1,15,-1,2,-28,3,0.97,-24
CC(C)(O)C#Cc1ccc(C(=O)N2CCN(c3ccc([N+](=O)[O-])cc3)CC2)cc1,-25,1.3,5,-17,7,27,8,0.92,46*
CNC(=O)CS(=O)CC(=O)Nc1cc(OC(C)C)c(Cl)cc1Cl (centres undefined),-12,1.1,7,8,0,-6,-8,1.1,15
C=CCOC(=O)C1=C[C@H](C(C)(C)C)[C@@H](CCCO)[C@H](OCC)O1,11,0.89,8,2,15,6,0,1,12
COc1ccc(CCNC(=O)c2c(C)cc(=O)oc2C)cc1OC,8,0.92,-5,-1,-23,7,1,0.99,10
Nc1ccc2nc(-c3ccccc3)cnc2c1,6,0.94,14,-1,10,21,4,0.95,20

# Reprinted from the part before: two entries, then new ones.
SMILES,hIAP inh,hIAP activ,NLRP3 yeast inh,ATG4B inhibitor,Apaf-1 inh,TIM10 inh,mIAP inh,mIAP act,tim10-1 inh
COc1ccc(CCNC(=O)c2c(C)cc(=O)oc2C)cc1OC,8,0.92,-5,-1,-23,7,1,0.99,10
Nc1ccc2nc(-c3ccccc3)cnc2c1,6,0.94,14,-1,10,21,4,0.95,20
CCN(c1ccccc1)S(=O)(=O)c1ccc(Oc2ccc(C(C)=O)cc2OC)nc1,10,0.91,11,-11,2,-2,3,0.97,13
COc1cc(C(=O)NCCCN(C)C)ccc1OCC(=O)Nc1cccc(C(F)(F)F)c1,-3,1,-14,8,0,2,4,0.96,-12
CCOC(=O)Cn1cnc2scc(-c3ccc(C)cc3)c2c1=O,-17,1.2,21,4,6,-10,6,0.94,21
COCc1c(C(=O)NC2CCCCC2)sc2cccc(F)c12,-6,1.1,26,3,8,-17,11,0.89,-12
Cc1ccc(-c2nc3c(c(SCC(=O)N4CCOCC4)n2)Cc2c(CO)cnc(C)c2O3)cc1,22,0.78,9,-2,4,6,8,0.92,13
CN1CCN(c2ccc(Cl)cc2NC(=O)CC2OC(=O)c3ccccc32)CC1 (centres undefined),-10,1.1,16,-6,-9,-10,4,0.96,-17
O=C(NCc1ccco1)C(c1cccnc1)N(C(=O)Cn1nnc2ccccc21)c1ccc(F)cc1 (centres undefined),5,0.95,9,-6,-8,-10,5,0.95,3
CCC(C)Sc1ccc([C@@H]2[C@@H]3C(=O)N(CC)C(=O)[C@@H]3[C@]3(C(=O)OC)CCCCN23)cc1OC (some centres undefined),-25,1.2,-10,-11,24,9,15,0.85,8
NS(=O)(=O)c1ccc(CCNc2ncnc3c2c(-c2ccccc2)cn3-c2ccc(F)cc2)cc1,-11,1.1,14,-10,14,32,12,0.88,17
COc1ccc(N/N=C(\C#N)C(=O)NCCc2ccc(OC)c(OC)c2)cc1,10,0.9,-11,-4,-1,15,2,0.98,4
COCCN1Cc2cccc(C(=O)NCc3cccnc3)c2C1=O,17,0.83,13,0,-8,-6,-9,1.1,8
O=C(COC(=O)c1cc(Br)ccc1Cl)NC1CCCC1,-8,1.1,10,-8,-18,17,-9,1.1,19
CCCCCCNC(=O)C(=O)NCCc1ccc(Cl)cc1,-9,1.1,4,0,5,-29,1,0.99,-44
O=C(CCN1C(=O)/C(=C/c2ccccc2Cl)SC1=S)NCCc1ccc(O)cc1,22,0.78,13,6,7,-13,16,0.84,23
C=CCN(c1ccc(C(=O)Nc2ccc(C)cc2)cc1)S(C)(=O)=O,-4,1,9,-10,6,-13,8,0.92,-22
CC1(C)Cc2c(c(N3CCOCC3)nc3sc4c(N5CCOCC5)nnnc4c23)CS1,4,0.96,-1,.,38,5,0,1,3
COc1ccc(NC(=O)CSCC(=O)Nc2cc(Cl)ccc2N2CCCC2)cc1,-33,1.3,18,6,14,-9,-2,1,29
Cc1nonc1OCCNc1ccc([N+](=O)[O-])cc1,-2,1,16,-5,-3,0,11,0.89,15
CCO[C@H]1OC(C(=O)N2CCCCCCC2)=C[C@@H](c2ccc(C(F)(F)F)cc2)[C@@H]1CCCO,-8,1.1,17,1,28,18,-12,1.1,26
COC(=O)c1ccc(CO/N=C/c2ccccc2OC)cc1,-2,1,30,-6,12,-26,3,0.97,-10
Nc1nonc1-c1noc(COc2ccccc2Cl)n1,-9,1.1,20,0,0,34,10,0.9,22
Fc1ccc(Oc2ncccn2)c(F)c1,8,0.92,-7,-5,-9,11,5,0.95,5
COc1ccc(OC)c(NC(=O)NNC(=O)COc2ccc([N+](=O)[O-])cc2)c1,-57,1.6,9,-2,3,-5,6,0.94,7
CCOc1ccc(-n2c(SCc3ccc(C#N)cc3)nnc2-c2cccnc2)cc1,2,0.98,16,-4,8,32,-12,1.1,36
Cc1ccc(CN2CCSCC2)cc1,-16,1.2,11,4,-20,-5,-9,1.1,-26
O=C(COC(=O)Cc1ccc(Cl)c(Cl)c1)NCc1ccco1,2,0.98,15,7,4,-5,2,0.98,12
Cn1cnnc1SCC(=O)Nc1ccc2nc(SCc3ccccc3Cl)sc2c1,2,0.98,-6,2,3,22,0,1,25
Cc1ccc(CSCC(=O)N(C)CC(=O)Nc2ccccc2Cl)cc1,-8,1.1,23,-8,8,-6,3,0.97,9
O=C(COC(=O)Cc1n[nH]c(=O)c2ccccc12)Nc1ncc(Cl)cc1Cl,-9,1.1,3,-5,12,5,-6,1.1,11

# Quoted at random: 5 compounds from above.
SMILES,hIAP inh,hIAP activ,NLRP3 yeast inh,ATG4B inhibitor,Apaf-1 inh,TIM10 inh,mIAP inh,mIAP act,tim10-1 inh
COc1ccc(NC(=O)CSCC(=O)Nc2cc(Cl)ccc2N2CCCC2)cc1,-33,1.3,18,6,14,-9,-2,1,29
Nc1nonc1-c1noc(COc2ccccc2Cl)n1,-9,1.1,20,0,0,34,10,0.9,22
O=C(COC(=O)Cc1ccc(Cl)c(Cl)c1)NCc1ccco1,2,0.98,15,7,4,-5,2,0.98,12
COc1ccc(OC)c(NC(=O)NNC(=O)COc2ccc([N+](=O)[O-])cc2)c1,-57,1.6,9,-2,3,-5,6,0.94,7
COC(=O)c1ccc(CO/N=C/c2ccccc2OC)cc1,-2,1,30,-6,12,-26,3,0.97,-10
